D3 ag – D3 dopamine receptor (human) agonism | AID 652048 | 0.58% of 410,000 active | D3R DiscoveRx beta-arrestin cells, luminescence, 90 min | max activation, %; in the data active means max activation above about 30%; further: 0% is about no effect; mostly tested at two doses, the higher about 12 µM
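Agonist-mode cell screen: cells plated at 1500/well and incubated overnight at 37 °C, then exposed to library compounds for 90 min at 37 °C. Detection reagent was added for 30–60 min at room temperature, and luminescence was read.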
aSyn yeast inh – inhibitors of alpha-synuclein toxicity in yeast; Yeast expressing alpha-synuclein, growth rescue, BacTiter-Glo, 24 h; Potency, µM (series often up to 46.1 µM), for inactives: top-dose growth rescue (activation), hits mostly activators; 0.14% of 370,000 active; AID 652106; further: potency means the concentration at half of the fitted maximal effect; % of control where 0% means no effect; nearly all actives have a fitted effect of over 65% in size
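Screening used galactose-induced yeast with toxic alpha-synuclein levels, exposed to compound for 24 hr at 30 deg C. Cell growth, read with BacTiter-Glo luminescence, gave the measured signal.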
TDP-43 yeast inh – rescues yeast growth from TDP-43 toxicity | TDP-43 expressing yeast growth rescue, BacTiter-Glo, 24 h | Potency, µM (doses to about 46.1 µM), inactives show at the highest dose growth rescue (activation), usual class: activators | 1.8% of 410,000 active | AID 652104; further: potency means the concentration at half of the fitted maximal effect; % of control where 0% means no effect; nearly all actives have a fitted effect of over 50% in size
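Yeast cells expressing TDP-43 under galactose induction are exposed to compounds for 24 hr at 30 deg C. BacTiter-Glo luminescence measures growth, so protective compounds score as activators.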
EPAC2 antag – EPAC2 (human) antagonism; AID 720708; EPAC2 GEF exchange of Rap1B-BODIPY-GDP, fluorescence; Q8WZA2; 0.18% of 360,000 active; Potency, µM (titrated, usually from 114 µM), inactives show top-dose activity, negative = inhibition, actives largely listed as inhibitors; further: potency means the concentration at half of the fitted maximal effect; on the % scale 0 is the no-effect control and ±100 the full control effect; nearly all actives have a fitted effect of over 45% in size; many of its hits are not listed in these tables
Target sequence (Q8WZA2 whole entry, looked up): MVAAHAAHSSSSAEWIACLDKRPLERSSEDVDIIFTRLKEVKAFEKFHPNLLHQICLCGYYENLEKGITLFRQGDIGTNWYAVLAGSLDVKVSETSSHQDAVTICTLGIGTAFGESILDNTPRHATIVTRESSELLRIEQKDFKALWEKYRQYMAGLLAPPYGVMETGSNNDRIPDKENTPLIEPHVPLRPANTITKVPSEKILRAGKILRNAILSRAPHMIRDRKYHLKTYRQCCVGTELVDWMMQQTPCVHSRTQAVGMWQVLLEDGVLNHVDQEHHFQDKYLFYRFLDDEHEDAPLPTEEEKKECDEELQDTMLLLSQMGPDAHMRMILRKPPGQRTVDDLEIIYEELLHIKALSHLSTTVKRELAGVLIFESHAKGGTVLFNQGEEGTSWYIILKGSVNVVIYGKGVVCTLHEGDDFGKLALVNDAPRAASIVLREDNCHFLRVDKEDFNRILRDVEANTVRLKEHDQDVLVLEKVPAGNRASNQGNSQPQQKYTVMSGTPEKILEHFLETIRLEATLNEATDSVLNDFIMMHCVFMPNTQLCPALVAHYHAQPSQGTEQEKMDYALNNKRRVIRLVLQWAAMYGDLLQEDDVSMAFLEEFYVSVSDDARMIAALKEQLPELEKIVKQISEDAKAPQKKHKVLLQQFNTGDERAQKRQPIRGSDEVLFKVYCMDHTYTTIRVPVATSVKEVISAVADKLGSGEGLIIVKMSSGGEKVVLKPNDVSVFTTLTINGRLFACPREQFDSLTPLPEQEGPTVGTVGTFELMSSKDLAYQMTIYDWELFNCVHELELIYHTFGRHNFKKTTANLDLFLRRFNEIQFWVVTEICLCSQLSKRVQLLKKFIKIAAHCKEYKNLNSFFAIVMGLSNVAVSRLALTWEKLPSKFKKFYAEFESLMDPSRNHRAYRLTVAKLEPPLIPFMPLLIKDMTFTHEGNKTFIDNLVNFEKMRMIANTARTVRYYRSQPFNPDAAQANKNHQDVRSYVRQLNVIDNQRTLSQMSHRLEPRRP
D3 antag – D3 dopamine receptor (human) antagonism; 2.5% of 360,000 active; max response, negative = inhibition, %; P35462; D3R cells, DiscoveRx beta-arrestin luminescence, antagonist mode; active compounds read low; AID 652054; in the data active means max response below about -50%; inconclusive means no clear call, values can overlap the other calls; further: on the % scale 0 is the no-effect control and ±100 the full control effect; mostly tested at two doses, the higher about 12 µM
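Cells expressing the human receptor were seeded at 1500 cells/well, incubated overnight at 37 degrees C in 5% CO2, then exposed to library compounds with dopamine controls for 90 minutes at 37 degrees C before luminescent detection.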
FUS yeast rescue – FUS proteinopathy suppression in yeast; Potency, µM (titrated, usually from 76.6 µM), for inactives: top-dose growth rescue (activation), actives largely listed as activators; 0.24% of 390,000 active; S. cerevisiae FUS-expressing, growth rescue, OD600, 24 h;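 further: potency means the concentration at half of the fitted maximal effect; plate controls were DMSO vehicle for no effect and reference control for full effect; nearly all actives have a fitted effect of over 55% in size; some results filed as inactive show a strong effect at the top dose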
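Toxicity suppression screen in FUS-yeast. Cells induced with 2% galactose, starting OD 0.005, treated 24hr at 30C with compounds at multiple final concentrations; growth by OD600.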
Abeta yeast res – restores growth of yeast expressing A-beta42 peptide. yeast expressing A-beta42, growth rescue, OD600, 48 h; response scale: 0% DMSO, 100% iron-clioquinol control. Potency, µM (series often up to 46.1 µM), without a hit: at the highest dose growth rescue, most hits filed as activators. 0.063% of 410,000 active. AID 1347071; further: potency means the concentration at half of the fitted maximal effect; nearly all actives have a fitted effect of over 55% in size
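Yeast A-beta toxicity model in growth medium with pinned compounds, 48 h at 30 C; growth read as absorbance at 600 nm. Normalized to FeCl3/clioquinol equimolar mix (positive) and DMSO (negative).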
EPAC2 agonist – EPAC2 (human) agonism. AID 720711. EPAC2 activation, biochemical qHTS; response scale: 100% = 6.5 mM cAMP response. Q8WZA2. 0.079% of 360,000 active. Potency, µM (top dose mostly 154 µM), without a hit: at the highest dose activation, usual class: activators; further: potency means the concentration at half of the fitted maximal effect; nearly all actives have a fitted effect of over 50% in size
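Exchange assay: 100 nM EPAC2 with 250 nM Rap1B-BODIPY-GDP and 50 uM GDP. Fluorescence (ex 480/em 540 nm) read every 5 min for 30 min at room temperature. Data normalized to 6.5 mM cAMP as agonist control.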
* hit, by the source's call; ? = inconclusive; · = no result given; [ ] = remark or other dose. Unless noted, the call rests on the fitted dose curve; in most records, active means well fitted curve in the direction sought with a large enough effect; inconclusive means small, poorly fitted or top-dose-only effect, or another doubt; inactive means no such curve, though single readings can be large; an effect the other way counts as inactive or inconclusive. A portion of the library; count on the stated rates, not on these rows.

SMILES | D3 ag | aSyn yeast inh | TDP-43 yeast inh | EPAC2 antag | D3 antag | FUS yeast rescue | Abeta yeast res | EPAC2 agonist
CCCOc1c(OC)cccc1C1CC(=O)Nc2cc3c(cc21)OCCO3 (stereo unspecified) | 2 | 8% | 19% | -20% | 6 | 4% | 30% | -9%
Fc1ccc(NC(=S)N2CCN(c3cccc(C(F)(F)F)c3)CC2)cc1 | -5 | -8% | 1% | 0% | ? | · | -3% | -7%
Cc1cc(C)cc(NC(=O)COC(=O)Cc2ccccc2F)c1 | -1 | 17% | 7% | -8% | -19 | -6% | 14% | 10%
CC(C)C(CCNC(=O)CC(Cc1ccccc1)c1ccco1)c1ccco1 (stereo unspecified) | -4 | 18% | 19% | -12% | -17 | 39% | -2% | 0%
O=C(CCCNC(=O)c1ccc(Cl)cc1)Nc1cccc(S(=O)(=O)N2CCCCC2)c1 | 2 | -5% | 0% | -4% | 39 | 23% | -8% | 12%
COc1ccc(NC(=O)CC(CC(=O)O)c2cc(OC)c(OC)c(OC)c2)cc1 (stereo unspecified) | 1 | 1% | -31%[inhibitor] | -16% | 0 | 4% | -6% | -15%
O=C(NCCN=C1NS(=O)(=O)c2ccccc21)c1ccccc1 | -3 | 4% | 7% | 4% | -1 | 10% | -1% | 3%
Cc1cccc(Nc2cc(=O)n(C)c(=O)[nH]2)c1 | 7 | -5% | -9% | 1% | -3 | 1% | 0% | 5%
CCOC(=O)C(=Cc1cc(=O)c(OC)co1)C(=O)OCC | -2 | 8% | 13µM* | 4% | 0 | -1% | -1% | 5%
COc1ccc(Cl)c(-c2cc(C(=O)NCc3ccco3)[nH]n2)c1 | -7 | -1% | ? | 5% | -22 | -23% | 6% | 9%
O=C(NCCC1=CCCCC1)C1CCN(S(=O)(=O)c2ccccc2C(F)(F)F)CC1 | 4 | 1% | -1% | 17% | -2 | 12% | 3% | 1%
Fc1ccc(CNCc2ccccc2Cl)cc1 | -15 | 2% | -13% | -1% | -7 | -37% | -10% | 2%
COC(=O)[C@]12CCCCC=C1N(Cc1cccc3ccccc13)C(=O)[C@H](CC(=O)NCC1CCCCC1)C2 | 1 | 20% | 8% | 5% | 54 | 38% | 5% | 7%
CCOc1cc(C(=O)N2CCOCC2)ccc1OCc1ccccc1 | -8 | 3% | -21% | 15% | -15 | 16% | -14% | 2%
COc1ccccc1C(=O)NCCC(=O)NNC(=O)c1ccccc1O | 2 | 3% | 19% | -4% | 13 | -4% | -2% | 3%

Ordered by length of the SMILES (smallest number first): some entries from above
SMILES | D3 ag | aSyn yeast inh | TDP-43 yeast inh | EPAC2 antag | D3 antag | FUS yeast rescue | Abeta yeast res | EPAC2 agonist
O=C(NCCN=C1NS(=O)(=O)c2ccccc21)c1ccccc1 | -3 | 4% | 7% | 4% | -1 | 10% | -1% | 3%
COc1ccc(Cl)c(-c2cc(C(=O)NCc3ccco3)[nH]n2)c1 | -7 | -1% | ? | 5% | -22 | -23% | 6% | 9%
COC(=O)[C@]12CCCCC=C1N(Cc1cccc3ccccc13)C(=O)[C@H](CC(=O)NCC1CCCCC1)C2 | 1 | 20% | 8% | 5% | 54 | 38% | 5% | 7%

The list continues:
SMILES | D3 ag | aSyn yeast inh | TDP-43 yeast inh | EPAC2 antag | D3 antag | FUS yeast rescue | Abeta yeast res | EPAC2 agonist
Cc1ccnc(NS(=O)(=O)c2ccc(NC(=O)c3ccc(C)c(C)c3)cc2)n1 | -7 | · | 0% | · | · | -9% | 7% | ·
COc1ccc(NC(=O)C(c2ccccc2)N2CCN(c3ccccn3)CC2)cc1Cl (stereo unspecified) | -10 | 1% | -20%[9.22 µM] | 8% | -23 | 24% | -8% | 5%
c1ccc2c(c1)CCN(c1nc3ccccc3n3cnnc13)C2 | 4 | -6% | 35µM* | ? | 9 | 15% | -13% | 19%
N#Cc1c(SCC(=O)Nc2ccccc2C(F)(F)F)sc2c(O)cc(=O)[nH]c12 | 2 | 0% | -6% | 3% | 3 | 17% | 5% | 4%
CC(C)OC(=O)Cn1c(=O)sc2ccccc21 | -4 | -1% | 12% | -12%[57.1 µM] | 0 | -3% | -1% | 8%
CCCOc1ccccc1Cn1c(=O)oc2ccccc21 | 0 | 5% | 26% | ? | -3 | 6% | 27% | 15%
COc1ccc(C(C(=O)c2ccccc2)c2ccccc2)cc1 (stereo unspecified) | -9 | -15% | ? | ? | 3 | 10% | 16% | 7%
Cn1c(=O)cc(OCCCC(=O)N2CCN(Cc3ccc4c(c3)OCO4)CC2)c2ccccc21 | -4 | · | 1% | 12% | -18 | 0% | 2% | 9%
COc1cccc(C(=O)N2CCN(C(=O)C3CC3)CC2)c1 | -1 | -5% | -8% | 1% | -3 | 12% | 17% | 9%
Cc1ccsc1/C=N/NC(=O)CN1CCN(S(=O)(=O)c2ccc(Br)cc2)CC1 | -2 | 1% | 0% | 0% | -7 | · | -10% | 5%
N#C/C(=C\c1ccc([N+](=O)[O-])o1)C(=O)Nc1ccc(F)cc1 | 5 | -75%[inhibitor] | -93%[inhibitor] | 3% | 1 | 12% | -85%[inhibitor] | -1%
CC(C)c1ccc(S(=O)(=O)N2CCN(C(=O)c3cc([N+](=O)[O-])ccc3N3CCOCC3)CC2)cc1 | -5 | 1% | -6% | -4% | ? | 3% | 4% | 2%
COc1cc(Cl)c(C)cc1NC(=O)c1ccccc1-n1cnnn1 | 12 | -5% | -17% | -2% | 5 | 4% | 1% | 3%
Cc1ccc(C)c(NC(=O)COC(=O)CCCN=C2NS(=O)(=O)c3ccccc32)c1 | 1 | 0% | 9% | 9% | 18 | 0% | 9% | 5%
Cc1ccc(C)c(NC(=O)CCC(=O)NNS(=O)(=O)c2ccc(Cl)cc2)c1 | -17 | -1%[1.84 µM] | -4% | 5% | -8 | 38% | -2% | 3%
Cc1ccc(NC(=O)CCCn2c(=O)c3cccn3c3ccccc32)c(C)c1 | 9 | · | 2% | · | · | 40% | -7% | ·
COc1cc(NC(=S)NC(=O)c2ccccc2C)ccc1NC(=O)c1cccs1 | 2 | -5% | -7% | -3% | -12 | 14% | -6% | 3%
COc1ccc(-n2nnnc2SCC(=O)Nc2ccccc2)cc1 | -5 | 0% | -3% | -1% | 3 | 7% | -1% | 3%
O=C(CC1SC(=O)NC1=O)Nc1ccc(Cl)cc1 (stereo unspecified) | 1 | 2% | 11% | 6% | -7 | 2% | 16% | 8%
Cc1ccnc(NS(=O)(=O)c2cccc3nsnc23)c1 | -9 | -11% | 15% | 13% | ? | -2% | 0% | 16%
Cc1cc(S(=O)(=O)NC2CCCCC2)ccc1OCC(=O)NCc1ccccn1 | -7 | -3% | -21% | -9% | -23 | 6% | 6% | 2%
Cc1nn(C(C)C(=O)NCc2ccccc2Cl)c(=O)c2c1sc1ccccc12 (stereo unspecified) | 2 | 0% | 0% | -1% | 27 | 40% | 7% | 8%
Cc1ccc(CNC(=O)CN2C(=O)CSc3ccc(S(=O)(=O)N4CCCCC4)cc32)cc1 | 0 | 2% | -2% | 3% | -10 | 23% | 9% | 14%
CCCCn1c(N)c(N(CCC(C)C)C(=O)c2cc(-c3ccco3)nc3ccccc23)c(=O)[nH]c1=O | 1 | -5% | 4% | 10% | 4 | 22% | -5% | 4%
O=C(Nc1c(Cl)cccc1Cl)C1CCC1 | -6 | 1% | -8% | 2% | 10 | -1% | 0% | 12%
C/C(=N\NS(=O)(=O)c1ccc(C)cc1)c1ccc(Br)s1 | -1 | 11% | -6% | -8% | -20 | 24% | 29% | 1%
C=CCc1cccc(/C=N/c2ncn[nH]2)c1O | -9 | 1% | 5% | -1% | 7 | 19% | 8% | 2%
Cc1ccc(-c2noc(COc3ccc4c(c3)OCO4)n2)cc1 | -12 | -14% | -5% | 0%[57.1 µM] | 4 | -12% | 0% | -15%
O=C(COc1ccc2ccccc2c1)Nc1nc2ccccc2[nH]1 | -6 | -4% | -14% | -1% | 6 | 15% | 2% | 15%
C=CCNc1nc(C(=O)OCC(=O)Nc2c(Cl)cccc2C(F)(F)F)cs1 | -4 | -4% | -6% | -20% | -8 | 14% | 2% | 0%
O=c1oc(-c2cccs2)nc2ccc(Br)cc12 | -8 | -14% | -31%[inhibitor] | -9% | -16 | 32% | -20% | 5%
CN(C)c1ccc(CNC(=O)c2cnc3sc(N4CCOCC4)nn3c2=O)cc1 | 11 | · | 17% | · | · | 6% | -10% | ·
Cc1ccc(CSC2=Nc3ccccc3C3=NC(CCC(=O)NCCc4ccccc4)C(=O)N23)cc1 (stereo unspecified) | 2 | · | 32µM* | · | · | 17% | 0% | ·
COc1ccc(/C=C2/SC(=S)N(CCCC(=O)Nc3ccccc3C(=O)O)C2=O)cc1 | 6 | 7% | -3% | -10% | 11 | 12% | -7% | -4%
NC(N)=N/N=C/c1ccc2cccc(OCc3ccccc3)c2n1 | -6 | 0% | -1% | 2% | -20 | 19% | -11% | 10%
O=C(CNCc1cccs1)Nc1cc(S(=O)(=O)N2CCCC2)ccc1Cl | 22 | -4% | -20% | 8% | -13 | 8% | -7% | 10%
O=C(O)c1ccccc1C(=O)c1ccc(Br)s1 | 5 | 4% | 5% | -1% | -2 | -13% | -5% | 4%
COc1ccc(CCN2C(=S)N(C)C(=O)C2CC(=O)Nc2ccc(F)cc2)cc1 (stereo unspecified) | -11 | 1% | 9% | -26% | -23 | 40% | 7% | ?
CCCc1c(C(=O)N/N=C/c2cccc3ccccc23)nnn1-c1nonc1N | 5 | 5% | 5% | -2% | 2 | 31% | 4% | -11%
Cc1nc2nc(CNC(=O)OC(C)(C)C)nn2c(C)c1CCC(=O)NCc1ccccc1Cl | 3 | · | 22% | · | · | -3% | 10% | ·
Cc1ccc(N(CC(=O)Nc2c(C)n(C)n(-c3ccccc3)c2=O)S(C)(=O)=O)cc1C | -6 | -5% | 5% | 16% | 73 | -9% | -11% | -2%
Cn1nnc(NC(=S)NC(=O)c2cccs2)n1 | -11 | -16% | 11% | 6% | ? | -9% | -1% | 5%
COc1ccc(N2CCN(Cc3nc4c(c(=O)[nH]c(=O)n4C)n3Cc3cccc(Cl)c3)CC2)cc1 | 2 | 0% | 16% | -8% | -9 | 4% | 9% | -5%
CSc1nc(Nc2cccc(C)c2)c(C#N)c(-c2ccccc2)n1 | 8 | · | 0% | · | · | -5% | 11% | ·
CC(OC(=O)Cc1c[nH]c2ccccc12)C(=O)Nc1ccccc1F (stereo unspecified) | -3 | 8% | 25% | -6% | -9 | -6% | ? | -2%
O=C(OCc1ccccc1Cl)C1CC(=O)N(Cc2ccco2)C1 (stereo unspecified) | -15 | -5% | 8% | 5% | -22 | 6% | 10% | 11%

High-throughput results: PubChem, National Center for Advancing Translational Sciences (NCATS)
